TDP43 rescue = TDP-43 toxicity inhibition in yeast; AID 652104; 410,000 tested, 1.8% active; Potency, µM (highest dose often 46.1 µM), for the others: at the highest dose growth rescue (activation), most hits filed as activators; TDP-43 expressing yeast growth rescue, BacTiter-Glo, 24 h; also: potency is read from the fitted curve at half-maximal effect; % of control where 0% means no effect; nearly all actives have a fitted effect of over 50% in size
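Readout is BacTiter-Glo luminescence of cell growth, so inhibitors register as activators. TDP-43-expressing yeast at OD600=0.02 in galactose medium, after raffinose pregrowth to mid-log, were incubated with compound for 24 hr at 30 deg C.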
pAkt inh = inhibitors of Akt phosphorylation | 360,000 tested, 0.32% active | Neuro2A IGF-stimulated pAkt S473 HTRF, 20 min; stronger effect = lower value | AID 651550 | activity change, % for hits at 50 µM; in the data active = activity change below about -80%; inconclusive = mostly about -51% to -80%; also: % is scaled to controls: 0 for no effect and ±100 for the full control effect
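Single-point screen (50 µM final compound) in Neuro2A cells stimulated 20 min with 6 nM IGF at 37 deg C. After lysis, Ser473-phosphorylated Akt read by HTRF (ex 330 nm, em 615/665 nm) as the 665/615 ratio.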
PTHR1 agonist = activates the human parathyroid hormone receptor PTHR1; HEK293 GP2 PTHR1 cells, GloSensor cAMP luminescence, 1 h; Potency, µM (titrated, usually from 115 µM), inactives show top-dose activation, usual class: activators; 410,000 tested, 0.075% active; also: potency is read from the fitted curve at half-maximal effect; nearly all actives have a fitted effect of over 55% in size; some results filed as inactive show a strong effect at the top dose; inactives centre near -15; many of its hits are not listed in these tables
Target sequence (Q03431 whole entry, looked up): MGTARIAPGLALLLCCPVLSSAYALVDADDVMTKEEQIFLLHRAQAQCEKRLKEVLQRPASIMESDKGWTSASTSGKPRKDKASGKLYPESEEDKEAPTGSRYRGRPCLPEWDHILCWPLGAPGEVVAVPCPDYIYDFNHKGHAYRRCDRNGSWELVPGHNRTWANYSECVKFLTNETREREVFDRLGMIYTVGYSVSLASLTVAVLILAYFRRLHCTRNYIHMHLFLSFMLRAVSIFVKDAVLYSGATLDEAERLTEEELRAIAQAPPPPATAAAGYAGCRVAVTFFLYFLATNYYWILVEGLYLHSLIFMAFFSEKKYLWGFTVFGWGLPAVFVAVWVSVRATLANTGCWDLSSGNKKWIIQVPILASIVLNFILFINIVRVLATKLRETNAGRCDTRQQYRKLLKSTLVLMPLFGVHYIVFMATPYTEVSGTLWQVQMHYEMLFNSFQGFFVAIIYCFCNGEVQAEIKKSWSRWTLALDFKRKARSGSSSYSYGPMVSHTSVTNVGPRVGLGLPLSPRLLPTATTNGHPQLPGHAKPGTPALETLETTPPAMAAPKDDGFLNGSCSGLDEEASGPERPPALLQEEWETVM
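HEK-293-derived GP2 cells expressing PTHR1 and a GloSensor cAMP reporter, 3,000/well, plated overnight, given luciferin plus IBMX (each 0.5 mM as added) for 1 h at 37 °C, then compound for 1 h at 37 °C. Luminescence was read after 15 min at room temperature.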
GLP-1R inv ag = GLP-1 receptor (human) inverse agonism; P43220; HEK293 GLP-1R CRE-luciferase, luminescence, 24 h; GLP-1R form is constitutively active; Potency, µM (series often up to 38.3 µM), for inactives: top-dose activity change, negative = inhibition, usual class: inhibitors; 410,000 tested, 1.6% active; also: potency is read from the fitted curve at half-maximal effect; % is scaled to controls: 0 for no effect and ±100 for the full control effect; nearly all actives have a fitted effect of over 55% in size
Target sequence (P43220 whole entry, looked up): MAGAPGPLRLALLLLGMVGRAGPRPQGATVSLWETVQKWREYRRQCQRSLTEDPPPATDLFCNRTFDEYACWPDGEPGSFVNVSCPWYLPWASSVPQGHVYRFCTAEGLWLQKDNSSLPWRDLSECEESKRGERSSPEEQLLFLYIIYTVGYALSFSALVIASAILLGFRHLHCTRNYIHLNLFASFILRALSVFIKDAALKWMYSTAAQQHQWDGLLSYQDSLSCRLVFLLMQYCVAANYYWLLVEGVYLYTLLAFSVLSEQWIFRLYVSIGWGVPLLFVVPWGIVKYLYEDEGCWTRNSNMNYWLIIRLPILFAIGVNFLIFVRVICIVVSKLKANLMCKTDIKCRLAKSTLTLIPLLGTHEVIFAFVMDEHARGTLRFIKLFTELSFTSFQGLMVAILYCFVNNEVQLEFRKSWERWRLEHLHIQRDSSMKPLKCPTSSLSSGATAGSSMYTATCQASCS
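Readout was luciferase luminescence, measured 12 min after detection reagent at room temperature. Beforehand, GLP-1R reporter HEK293 cells had sat 12 h, then received compounds for 24 hr at 37 deg C.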
FUS suppressor = rescues growth of FUS-expressing yeast; Potency, µM (doses to about 76.6 µM), without a hit: top-dose growth rescue (activation), usual class: activators; 390,000 tested, 0.24% active; S. cerevisiae FUS-expressing, growth rescue, OD600, 24 h;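 also: potency is read from the fitted curve at half-maximal effect; plate controls were DMSO vehicle for no effect and reference control for full effect; nearly all actives have a fitted effect of over 55% in size; some results filed as inactive show a strong effect at the top dose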
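Galactose (2%) drives FUS expression in yeast precultured in raffinose; seeding density OD 0.005. Test compounds incubated 24hr at 30C and 99% humidity before absorbance at 600 nm was measured.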
MmCpn inh = M. maripaludis TRiC chaperonin inhibition. Potency, µM (series often up to 76.9 µM), without a hit: at the highest dose activity, negative = inhibition, most hits filed as inhibitors. 330,000 tested, 0.031% active. purified Mm-Cpn ATPase, ADP Transcreener TR-FRET; also: potency is read from the fitted curve at half-maximal effect; % is scaled to controls: 0 for no effect and ±100 for the full control effect; nearly all actives have a fitted effect of over 80% in size
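Quantitative HTS used 25 nM Mm-CPN and 10 uM ATP in magnesium/KCl Tris buffer, pH 7.4, with 1 mM DTT. Hydrolysis ran 30 min at 37°C; ADP was read by HTRF.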
Abeta rescue = restores growth of yeast expressing A-beta42 peptide; Potency, µM (titrated, usually from 46.1 µM), for inactives: at the highest dose growth rescue, most hits filed as activators; 410,000 tested, 0.063% active; yeast expressing A-beta42, growth rescue, OD600, 48 h; response scale: 0% DMSO, 100% iron-clioquinol control; AID 1347071; also: potency is read from the fitted curve at half-maximal effect; nearly all actives have a fitted effect of over 55% in size
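Yeast A-beta toxicity model in growth medium with pinned compounds, 48 h at 30 C; growth read as absorbance at 600 nm. Normalized to FeCl3/clioquinol equimolar mix (positive) and DMSO (negative).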
HEK293 tox = cytotoxic in the GLP-1 receptor inverse agonist counter-screen; HEK293 cAMP-luciferase reporter cells, luminescence, 24 h; Potency, µM (titrated, usually from 38.3 µM), inactives show at the top dose activity change, negative = inhibition, hits mostly inhibitors; 410,000 tested, 0.13% active; AID 624418;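 also: loss of luciferase light is scored as toxicity; potency is read from the fitted curve at half-maximal effect; % is scaled to controls: 0 for no effect and ±100 for the full control effect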
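1536-well qHTS counterscreen of the MLSMR; 200 cells/uL, 12 h pre-incubation, 23 nL cpd, 24 h at 37 deg C 5% CO2, luciferase detection reagent, 12 min RT, luminescence. Inhibition = undesired.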
aSyn rescue = alpha-synuclein toxicity inhibition in yeast | 370,000 tested, 0.14% active | Potency, µM (titrated, usually from 46.1 µM), inactives show at the highest dose growth rescue (activation), most hits filed as activators | Yeast expressing alpha-synuclein, growth rescue, BacTiter-Glo, 24 h | AID 652106; also: potency is read from the fitted curve at half-maximal effect; % of control where 0% means no effect; nearly all actives have a fitted effect of over 65% in size
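Rescue of yeast growth: cells expressing toxic alpha-synuclein, induced in galactose at OD600 0.02, incubated with compound 24 h at 30 C. ATP luminescence quantified growth; inhibitors of toxicity appear as activators.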
* = called active by the depositor; & = joins results of further samples; [ ] = another dose, or the depositor's remark. Unless noted, calls follow the shape of the dose curve; as a rule, active = well fitted curve in the direction sought with a large enough effect; inconclusive = small, poorly fitted or top-dose-only effect, or another doubt; inactive = no such curve, though single readings can be large; an effect the other way counts as inactive or inconclusive.

`COc1ccc(/C=c2\sc3nc(-c4ccccc4)c(-c4ccccc4)n3c2=O)cc1OC` gave TDP43 rescue 6%, pAkt inh inactive, PTHR1 agonist -7%, GLP-1R inv ag 1%, FUS suppressor 20%, MmCpn inh -4%, Abeta rescue 7%, HEK293 tox 14% and aSyn rescue 0%.
For CCCc1nnc(NS(=O)(=O)c2ccccc2)s1 the results were TDP43 rescue -22%, pAkt inh inactive, PTHR1 agonist -5%, GLP-1R inv ag 9%, FUS suppressor 27%, MmCpn inh -4%, Abeta rescue 12%, HEK293 tox 16% and aSyn rescue 15%.
CCOC(=O)CSc1nc2ccc(N)cc2s1 was read as TDP43 rescue 12%, pAkt inh inactive, PTHR1 agonist -15%[57.5 µM], GLP-1R inv ag 0%, FUS suppressor 24%, MmCpn inh 0%, Abeta rescue -8%, HEK293 tox -6% and aSyn rescue 5%.
COc1cccc(NS(=O)(=O)c2ccc(Br)s2)c1 was read as TDP43 rescue inconclusive, pAkt inh inactive, PTHR1 agonist -12%[57.5 µM], GLP-1R inv ag -26%, FUS suppressor 20%, MmCpn inh 1%, Abeta rescue 9%, HEK293 tox 1% and aSyn rescue 3%.
`Cc1cc(C)cc(C(=O)NCC(c2ccc(N(C)C)cc2)N2CCCC2)c1` (configuration not stated) gave TDP43 rescue 19%, PTHR1 agonist inactive, GLP-1R inv ag -11%, FUS suppressor -18%, Abeta rescue -7% and HEK293 tox -5%.
O=C(c1cc(-c2ccc(Cl)cc2)on1)N1CCCCCC1 was read as TDP43 rescue 24%, pAkt inh inactive, PTHR1 agonist -22%, GLP-1R inv ag -22%, FUS suppressor -31%, MmCpn inh -3%, Abeta rescue -16%, HEK293 tox -4% and aSyn rescue 0%.
For Cn1c(N2CCOCC2)c(/C=N/O)c2ccccc21 the results were TDP43 rescue 0%, pAkt inh inactive, PTHR1 agonist inactive, GLP-1R inv ag -26%, FUS suppressor 3%, MmCpn inh 1%, Abeta rescue -6%, HEK293 tox 0% and aSyn rescue 6%.
Screening COc1cc(NC(=O)c2ccc(OC)c([N+](=O)[O-])c2)ccc1NC(=O)c1ccco1 returned TDP43 rescue 0%, pAkt inh inactive, PTHR1 agonist -5%, GLP-1R inv ag 4%, FUS suppressor 16%, MmCpn inh -2%, Abeta rescue -4%, HEK293 tox -9% and aSyn rescue -1%.
For COc1ccc(OCc2cc(C(=O)N(C)Cc3cnccn3)no2)c(Cl)c1 the results were TDP43 rescue 3%, pAkt inh inactive, PTHR1 agonist -41%[inhibitor], GLP-1R inv ag 0%, MmCpn inh -6%, Abeta rescue 11%, HEK293 tox -3% and aSyn rescue -7%.
Screening O=C(NCc1cccnc1)Nc1ccc(Br)cc1 returned TDP43 rescue 16%, pAkt inh inactive, PTHR1 agonist -7%, GLP-1R inv ag 6%, FUS suppressor -1%, MmCpn inh -1%, Abeta rescue 17%, HEK293 tox -4% and aSyn rescue -7%.
O=C(Nn1cnnc1)c1ccc(Br)s1 was read as TDP43 rescue -10%, pAkt inh inactive, PTHR1 agonist -9%, GLP-1R inv ag 10%, MmCpn inh 0%, Abeta rescue -2%, HEK293 tox 4% and aSyn rescue -2%.
COC(=O)c1cc(S(=O)(=O)N2CCCCCC2)cn1C was read as TDP43 rescue 16%, pAkt inh inactive, PTHR1 agonist inactive, GLP-1R inv ag -10%, FUS suppressor -29%, MmCpn inh 2%, Abeta rescue -10%, HEK293 tox 6% and aSyn rescue -6%.
Screening Cc1ccc(C(=O)Nc2ccc(S(=O)(=O)N3CCc4ccccc43)cc2)o1 returned TDP43 rescue 20%, pAkt inh inactive, PTHR1 agonist -33%[inhibitor], GLP-1R inv ag -2%, FUS suppressor 34%, Abeta rescue inconclusive, HEK293 tox 15% and aSyn rescue 20%.
Screening Cn1cc(CNC(=O)C2CCC(=O)N(Cc3ccc(Cl)cc3)C2)cn1 (configuration not stated) returned TDP43 rescue 8%, pAkt inh inactive, PTHR1 agonist inactive, GLP-1R inv ag 19%, FUS suppressor -1%, MmCpn inh 0%, Abeta rescue -7%, HEK293 tox -2% and aSyn rescue -2%.
CCN(C(=O)COc1cccc2cccnc12)C1CCS(=O)(=O)C1 (configuration not stated) was read as TDP43 rescue 6%, pAkt inh inactive, PTHR1 agonist -21%, GLP-1R inv ag -21%, FUS suppressor -22%, MmCpn inh 3%, Abeta rescue 9%, HEK293 tox -28% and aSyn rescue 3%.
Screening O=C(COc1ccc(Cl)cc1)NCCNc1ccc([N+](=O)[O-])cc1 returned TDP43 rescue -3%, pAkt inh inactive, PTHR1 agonist inactive, GLP-1R inv ag inconclusive, FUS suppressor -6%, MmCpn inh 2%, Abeta rescue -22%, HEK293 tox inconclusive and aSyn rescue 1%.
Cc1ccc(C(=O)NC(C)c2ccc(S(N)(=O)=O)cc2)s1 (configuration not stated) was read as TDP43 rescue 8%, pAkt inh inactive, PTHR1 agonist inactive, GLP-1R inv ag 3%, FUS suppressor -6%, MmCpn inh -1%, Abeta rescue 0%, HEK293 tox 1% and aSyn rescue 7%.
Cc1cc(/C=C2/NC(=S)NC2=O)c(C)n1-c1cccnc1 was read as TDP43 rescue 18%, pAkt inh inactive, PTHR1 agonist -11%, GLP-1R inv ag 30%[activator], FUS suppressor 26%, MmCpn inh 0%, Abeta rescue 0%, HEK293 tox -26% and aSyn rescue -1%.
`Cc1cccc(C)c1NC(=O)C(c1ccccc1)N1CCC(c2ccccc2)CC1` (configuration not stated) gave TDP43 rescue 18%, pAkt inh inactive, PTHR1 agonist -18%, GLP-1R inv ag -5%, FUS suppressor -2%, Abeta rescue -9%, HEK293 tox 0% and aSyn rescue 2%.
`COc1ccc(Cl)cc1NC(=O)COC(=O)c1cc(NS(=O)(=O)c2cccs2)ccc1O` gave TDP43 rescue 4%, pAkt inh inactive, PTHR1 agonist -37%[inhibitor], GLP-1R inv ag inconclusive, FUS suppressor 28%, MmCpn inh -7%, Abeta rescue -8%, HEK293 tox 10% and aSyn rescue -4%.

Three records picked at random from the list so far:
COC(=O)c1cc(S(=O)(=O)N2CCCCCC2)cn1C was read as TDP43 rescue 16%, pAkt inh inactive, PTHR1 agonist inactive, GLP-1R inv ag -10%, FUS suppressor -29%, MmCpn inh 2%, Abeta rescue -10%, HEK293 tox 6% and aSyn rescue -6%.
Screening Cn1cc(CNC(=O)C2CCC(=O)N(Cc3ccc(Cl)cc3)C2)cn1 (configuration not stated) returned TDP43 rescue 8%, pAkt inh inactive, PTHR1 agonist inactive, GLP-1R inv ag 19%, FUS suppressor -1%, MmCpn inh 0%, Abeta rescue -7%, HEK293 tox -2% and aSyn rescue -2%.
O=C(Nn1cnnc1)c1ccc(Br)s1 was read as TDP43 rescue -10%, pAkt inh inactive, PTHR1 agonist -9%, GLP-1R inv ag 10%, MmCpn inh 0%, Abeta rescue -2%, HEK293 tox 4% and aSyn rescue -2%.

Continued.
Cc1ccc(NC(=O)COC(=O)c2cccc3c2C(=O)c2ccccc2C3=O)c(C)c1 was read as TDP43 rescue 19%, pAkt inh inactive, PTHR1 agonist -27%, GLP-1R inv ag 11%, MmCpn inh 1%, Abeta rescue 29%, HEK293 tox -8% and aSyn rescue 0%.
Screening O=C(NNC(=O)c1cc(-c2ccccc2)nc2ccccc12)c1csc(N2CCOCC2)n1 returned TDP43 rescue 23%, pAkt inh inactive, PTHR1 agonist -34%[inhibitor], GLP-1R inv ag -21%, FUS suppressor inconclusive, MmCpn inh -2%, Abeta rescue 22%, HEK293 tox inconclusive and aSyn rescue 4%.
`COc1ccc(NC2=C(C(C)=O)C(c3ccc(N(C)C)cc3)C(C(C)=O)C(C)(O)C2)cc1` (configuration not stated) gave TDP43 rescue 8%, pAkt inh inactive, PTHR1 agonist inactive, GLP-1R inv ag 9%, FUS suppressor -21%, MmCpn inh -2%, Abeta rescue -1%, HEK293 tox 2% and aSyn rescue -4%.
CC[C@H](C)C(=O)O[C@H]1C[C@@H](C)C=C2C=C[C@H](C)[C@H](CC[C@@H]3C[C@@H](O)CC(=O)O3)[C@H]21 was read as TDP43 rescue 0%&32%, pAkt inh inactive, PTHR1 agonist -2%, GLP-1R inv ag -12%&-48%, FUS suppressor -18%&22%, MmCpn inh -7%[15.4 µM], Abeta rescue -18%&17%, HEK293 tox 0%&-16% and aSyn rescue 16%&13%.
Screening CCCn1ncc(CN2CCC(Cc3cccc(F)c3)(C(=O)OCC)CC2)c1C returned TDP43 rescue 18%, pAkt inh inactive, PTHR1 agonist -17%, GLP-1R inv ag inconclusive, FUS suppressor -8%, MmCpn inh 2%, Abeta rescue -7%, HEK293 tox 5% and aSyn rescue -6%.
`COc1ccccc1CNC(=O)C1(C)Oc2cccnc2NC1=O` (configuration not stated) gave TDP43 rescue -12%, pAkt inh inactive, PTHR1 agonist inactive, GLP-1R inv ag 3%, FUS suppressor 13%, MmCpn inh 4%, Abeta rescue -21%, HEK293 tox 5% and aSyn rescue -2%.
Screening CCCNC(=O)c1ccccc1NC(=O)Nc1ccccc1C returned TDP43 rescue -9%, pAkt inh inactive, PTHR1 agonist -37%[inhibitor], GLP-1R inv ag -11%, FUS suppressor -8%, MmCpn inh 0%, Abeta rescue 16%, HEK293 tox 10% and aSyn rescue 0%.

A portion of the library; the hit share may differ from the screen's.
